# S100A4 inh HTS: S100A4-myosin IIA interaction inhibition; 360,000 compounds, 0.14% hits; S100A4/TAMRA-MyoIIA peptide fluorescence polarization; P26447; inhibition, % at 10.7 µM;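 active = mean inhibition of at least 70% across replicates, with every replicate also reaching that level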
# Target sequence (P26447 whole entry, looked up): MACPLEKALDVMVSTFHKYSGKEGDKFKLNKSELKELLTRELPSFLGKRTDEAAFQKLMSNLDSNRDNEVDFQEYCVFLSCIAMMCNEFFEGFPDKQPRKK
#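 Assay system: human S100A4 monomer with TAMRA-labelled myosin IIA peptide / Buffer or medium: Calcium-containing HEPES buffer, pH 7.2 / Reagent: TAMRA-labelled myosin IIA heavy-chain peptide probe, 5 nM / Compound: one dose per compound / Timing: polarization read 5 min after assay mix addition, stable 5–60 min / Benchmarks: neutral control DMSO, positive control TFP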
# E-selectin induc: induces E-selectin expression in human endothelial cells. P16581. HUVEC E-selectin immunofluorescence imaging; normalized: neutral wells 0, TNF-alpha wells 100. activation, % at 7.58 µM. 260,000 compounds, 0.37% hits. AID 686992;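 active = mean E-selectin-positive cell signal at least 10% of the positive control, reached in at least 60% of replicates, without over 20% cell loss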;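 also: in these data hits start at about 27%; measured in HUVEC primary endothelial cells; signal is the percent of cells scored E-selectin positive by PE staining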
# Target sequence (P16581 whole entry, looked up): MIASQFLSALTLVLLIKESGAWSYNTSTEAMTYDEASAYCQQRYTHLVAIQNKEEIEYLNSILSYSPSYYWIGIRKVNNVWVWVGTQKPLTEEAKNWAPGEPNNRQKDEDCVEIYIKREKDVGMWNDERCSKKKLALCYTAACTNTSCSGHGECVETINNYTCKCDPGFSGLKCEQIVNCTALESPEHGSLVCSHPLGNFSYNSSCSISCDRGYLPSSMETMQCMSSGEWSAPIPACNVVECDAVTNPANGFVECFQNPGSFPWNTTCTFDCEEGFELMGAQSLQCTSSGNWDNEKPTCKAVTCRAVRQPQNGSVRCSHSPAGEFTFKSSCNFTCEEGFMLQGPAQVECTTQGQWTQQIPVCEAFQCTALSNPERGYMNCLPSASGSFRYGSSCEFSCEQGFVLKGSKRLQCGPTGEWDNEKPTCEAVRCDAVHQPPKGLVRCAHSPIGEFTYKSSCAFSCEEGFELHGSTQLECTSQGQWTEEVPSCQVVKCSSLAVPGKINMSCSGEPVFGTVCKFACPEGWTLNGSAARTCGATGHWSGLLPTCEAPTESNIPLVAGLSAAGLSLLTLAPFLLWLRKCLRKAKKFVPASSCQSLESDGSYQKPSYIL
#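 System: HUVEC / Compound: single concentration / Signal: immunofluorescence imaging / Read-out: percent E-selectin-positive cells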
# Xi reactivation: X-chromosome reactivation activator; AID 743238; 360,000 compounds, 0.055% hits; activation, % at 7.58 µM; XiGFP mouse fibroblasts, % GFP-positive cells imaging, 3 d; cells co-treated with 5-aza-dC sensitizer; scaled so ellipticine positive control = 100%;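 active = mean normalized replicate activation at least 10% and every replicate at or above 10%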;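 also: 0% = median of on-plate neutral control wells and 100% = ellipticine 6 µM median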
#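 Material: XiGFP fibroblasts, SV40-immortalized. Buffer or medium: DMEM plus 5-aza-dC sensitizer. Compound: single concentration per compound, delivered by pin transfer. Times: 3 days compound exposure. Controls: ellipticine 6 µM.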
# EWS-Fli block: inhibitors of EWS/Fli oncoprotein transcriptional activity; A673 NR0B1-luciferase reporter, viability-normalised; inhibition, % at 12.6 µM; 350,000 compounds, 0.67% hits; AID 651661;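 active = mean inhibition of at least 50% after viability correction, with every replicate also passing that limit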;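 also: firefly luciferase signal divided by Alamar Blue viability fluorescence both relative to DMSO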
# RAD54 branch: RAD54 (human) branch migration inhibition; Q92698; 360,000 compounds, 0.14% hits; RAD54 Holliday junction branch migration, FAM/BHQ fluorescence; inhibition, % at 10.4 µM;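 active = mean normalized replicate activity at least 40 and at least half of replicates scoring 40 or more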;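 also: 0% = median of neutral control wells and 100% = median of positive control wells; inhibitors cause a drop in the FAM fluorescence signal; in these data hits start at about 50%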
# FN deposition inh: fibronectin deposition inhibition | AH1F fibroblasts, Alexa488-fibronectin deposition fluorescence, overnight | 350,000 compounds, 0.086% hits | inhibition, % at 12.6 µM | AID 743247;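 active = mean inhibition across replicates of 30% or more, regardless of how many single replicates reach that level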;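 also: positive control wells lacked labelled fibronectin entirely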
#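 Material – AH1F fibroblast monolayer, labelled fibronectin deposition · Reagent – labelled fibronectin 24 nM · Timing – 1 h adhesion, overnight exposure · Measured by – fluorescence at 485 nm excitation, 525 nm emission · Read-out – inhibition of fibronectin deposition signal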
# esBAF inh: inhibitors of esBAF chromatin remodeling in mouse ES cells; reporter increase, % at 12.5 µM; 350,000 compounds, 2% hits; Bmi1-luciferase knock-in reporter, 24 h; 100% = twice the neutral-well signal; in the data active = activation above about 40%;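 also: 0% = median of the plate's neutral control wells and 100% = double that signal; a rise in the Bmi1 reporter signal indicates esBAF inhibition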
# RAD52 inh: RAD52 (human) annealing inhibition. AID 651710. inhibition, % at 18.7 µM. 360,000 compounds, 0.46% hits. recombinant RAD52 DNA annealing, FRET fluorescence. P43351;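 active = every replicate showing at least 50% inhibition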
# An asterisk follows results filed as active; · = no result given.
# Below each SMILES – EWS-Fli block	FN deposition inh	RAD52 inh	Xi reactivation	RAD54 branch	E-selectin induc	esBAF inh	S100A4 inh HTS
- O=C(C[C@H]1C[C@H]2c3cc(NC(=O)NC4CCCCC4)ccc3O[C@H]2[C@H](CO)O1)NCCc1ccccc1
 : -18	·	9	0.1	·	0.5	·	2
- CCOC(=O)C1CCCN(C(=O)c2cc3ccccc3oc2=O)C1 (stereo not given)
 : -1	3	9	-0.2	·	0.2	-11	0
- Cc1ccccc1C(=O)Nc1cc(-c2cc(C(C)(C)C)oc2C)nn1C
 : -11	13	2	0.0	·	·	·	3
- CCN1C(=O)C2(C(C#N)=C(N)Oc3n[nH]c(COC)c32)c2ccccc21 (stereo not given)
 : ·	-8	-10	·	-6	·	-6	1
- O=S(=O)(c1cccc(-c2nc3n(n2)Cc2ccccc2-3)c1)N1CCCC1
 : -35	·	5	·	7	·	9	-4
- Cc1cccc(NC(=S)NCCc2ccc(F)cc2)c1C
 : -5	-4	10	0.0	·	-1.5	13	5
- CCOc1ccccc1NC(=O)COC(=O)C(CC)c1ccccc1 (stereo not given)
 : 4	5	6	0.0	·	·	·	-2
- CC(C)CC#Cc1ccc([C@H]2[C@@H](CO)N3C(=O)CN(C(=O)c4cnccn4)C[C@@H]23)cc1
 : 4	·	-3	0.1	·	-0.3	·	-22
- C=CCn1c(SCC(=O)Nc2cccc(S(N)(=O)=O)c2)nnc1C1CCCCC1
 : -4	5	-6	0.9	-12	0.4	-3	-1
- O=[N+]([O-])c1ccccc1S(=O)(=O)Nc1ccn(Cc2c(F)cccc2Cl)n1
 : 4	3	-23	0.0	1	0.1	0	-4
- C[C@@H]1CN([C@H](C)CO)C(=O)c2cc(NS(=O)(=O)c3cn(C)cn3)ccc2O[C@@H](C)CCCCO[C@H]1CN(C)Cc1ccc2c(c1)OCO2
 : -5	10	·	0.0	6	-0.1	0	·
- O=C(c1ccccc1F)N1CC(=O)N2[C@H](CO)[C@@H](c3ccc(-c4ccccc4)cc3)[C@H]2C1
 : -1	·	-12	0.0	·	-0.2	·	6
- Cc1noc(C)c1C(=O)NC1CCCc2ccccc21 (stereo not given)
 : 5	·	-2	·	·	·	-2	-2
- CN(C)Cc1csc(NC(=O)Nc2ccccc2Cc2ccccc2)n1
 : -7	1	9	0.1	0	4.1	-1	1
- CC(=O)c1cccc(-c2ccnc3c2CC(C(=O)NCc2ccc(F)c(F)c2)O3)c1 (stereo not given)
 : 65*	0	-40	0.0	-5	·	-21	3
- CC(=O)CSc1ncnc2scc(-c3ccc(F)cc3)c12
 : -7	·	3	0.0	·	·	·	-5
- COCC(=O)N(C)C[C@H]1[C@H](c2ccc(-c3cccnc3)cc2)[C@H](CO)N1C(C)=O
 : 2	-3	-30	0.1	0	-0.1	5	4
- Cc1ccc(C(=O)OCC(=O)NC2CCCC(C)C2C)s1 (stereo not given)
 : -2	-8	-11	0.3	0	2.2	-2	2
- C[C@H]1CN([C@@H](C)CO)C(=O)Cc2cc(NC(=O)CCCCCC(=O)Nc3ccccc3N)ccc2O[C@H]1CN(C)S(=O)(=O)c1ccc(Cl)cc1
 : 43	·	·	0.0	·	-2.6	-3	·
- COc1ccccc1NC(=O)N1CC[C@@H]2[C@H]1c1cc(C#Cc3cccc(F)c3)ccc1N(C)[C@@H]2CO
 : -6	-16	-1	0.2	5	4.3	-4	0
- CO[C@H]1CN(C)C(=O)c2ccc(NS(=O)(=O)c3ccc(F)cc3)cc2OC[C@H](C)NC[C@H]1C
 : 4	5	6	0.0	3	-0.2	0	3
- COc1ccc2c3c(n(C)c2c1)[C@H](CO)N(C(=O)C1CC1)CC31CCN(C(=O)Nc2cccc(F)c2)CC1
 : 9	·	1	0.5	·	-0.2	·	4
- Cc1ccc(C(=O)NC(=S)NNC(=O)c2cccc([N+](=O)[O-])c2)cc1
 : 5	0	-10	0.0	1	-0.2	-2	-10
- COc1cc(CN2CCN(Cc3cn(C)c4ccccc34)CC2CCO)cc(OC)c1 (stereo not given)
 : 15	6	-1	0.2	-7	1.9	-9	7
- CCOC(=O)Cn1nc(C)c(NC(=O)c2ccc(Cl)c([N+](=O)[O-])c2)c1C
 : 1	·	-10	0.4	·	·	·	-10
- NS(=O)(=O)c1ccc(CCNC(=O)CSc2nnc3ccccn23)cc1
 : 0	·	-5	0.1	·	·	·	0
- CCCCCC(=O)Nc1cc(S(=O)(=O)N2CCOCC2)ccc1N1CCCCC1
 : 15	8	-4	0.0	-3	-2.2	·	-4
- CCc1nonc1NC(=O)c1oc2c(C)c(C)ccc2c1C
 : -3	3	-7	0.1	-12	13	-1	-4
- COc1ccc(C(=O)NC2CCCc3ccccc32)cc1OC1CCN(C(C)=O)CC1 (stereo not given)
 : ·	4	-7	0.0	-13	-0.1	4	11
- Cc1oc2c(CN3CCCCC3C)c(O)ccc2c(=O)c1-c1ccccc1 (stereo not given)
 : 8	7	-7	0.2	-6	0.3	-9	-2
- Cc1sc2ncnc(N[C@@H](Cc3ccccc3)C(=O)O)c2c1C
 : 3	4	-24	0.0	-10	-0.1	-1	17
- Cc1cc(S(=O)(=O)Nc2ccc(N3CCOCC3)cc2)ccc1Br
 : -2	5	2	0.0	-3	·	-4	-1
- CCCN(CC(=O)Nc1ccc(F)c(F)c1F)C(=O)c1ccc(=O)n(Cc2ccccc2)n1
 : 4	-2	-28	0.0	·	·	9	-23
- C[C@H](CO)N1C[C@H](C)[C@H](CN(C)S(=O)(=O)c2ccccc2)Oc2ccc(NC(=O)Nc3ccc(F)cc3)cc2CC1=O
 : 6	·	-23	-0.1	-1	41*	2	9
- Cc1cccc(Cc2nnc(CCC(=O)N3CCCCC3c3nccs3)o2)c1 (stereo not given)
 : -33	9	8	0.0	·	·	·	0
- Cc1cc(=O)[nH]c(NN=C2CCC(C(C)(C)C)CC2)n1 (stereo not given)
 : 0	0	-3	0.0	·	·	·	-3
- O=C(Cc1ccncc1)Nc1ccc2c(c1)[C@H]1C[C@H](CC(=O)N3CCc4ccccc4C3)O[C@@H](CO)[C@H]1O2
 : -5	·	8	0.2	-22	0.2	4	-2
- Cn1cc(S(=O)(=O)CC(=O)Nc2ccc(Br)cc2)c2ccccc21
 : -26	-9	-4	-0.1	-2	0.6	-8	-2
- C[C@H](CO)N1C[C@H](C)[C@@H](CN(C)Cc2ccc(C(=O)O)cc2)Oc2c(NC(=O)Cc3ccccc3)cccc2C1=O
 : 0	-10	-11	0.6	-8	-0.2	0	-4
- CC(C)CC(C(=O)OCC(=O)Nc1cccc(Cl)c1)N1C(=O)C2CC=CCC2C1=O (stereo not given)
 : 4	1	-6	0.1	·	-2.0	·	-3
- O=C(O)CCCNc1ccc([N+](=O)[O-])c(NCCCC(=O)O)n1
 : 3	2	1	0.0	·	·	·	11
- N#Cc1cccn1-c1nccc(-c2cccs2)n1
 : -56	7	0	0.3	·	0.4	·	-1
- Cc1ccc(OCCNC(=O)/C=C/c2ccco2)cc1C
 : 2	-25	-55	0.3	-14	0.0	-2	-3
- COc1ccc(NC(=O)N(C)C[C@H]2Oc3c(NS(=O)(=O)c4ccc(OC)cc4)cccc3C(=O)N([C@@H](C)CO)C[C@H]2C)cc1
 : 2	·	-5	0.0	3	-0.1	-3	1
- O=C(Nc1ccsc1C(=O)O)c1ccccc1
 : -3	4	-6	0.2	-8	·	3	-6
- O=S(=O)(Nc1ccc(F)cc1Cl)c1ccc(-c2cnc(C3CC3)o2)cc1
 : 57*	-8	-7	0.8	-8	·	-22	-1
- O=C(C[C@H]1CC[C@H]2[C@@H](COC[C@@H](O)CN2S(=O)(=O)c2cccc(Cl)c2)O1)NC1CCCC1
 : -2	-9	2	0.0	7	-0.1	1	11
- O=C(CN1CCN(Cc2ccccc2)CC1)NC(c1ccccc1)c1ccccc1
 : 3	-14	1	0.0	-12	2.2	·	11
- O=C(NC1CCCC1)C1CCN(C(=O)c2cc(Cl)ccc2Cl)CC1
 : -1	4	-12	0.2	9	·	-2	-5
- COc1ccccc1N/C=C/C(=C(C#N)C#N)N(C)C
 : -6	7	-11	0.0	0	3.5	-1	5
- COc1cc(NC(=O)C2C3C=CC(C3)C2C(=O)O)ccc1NC(=O)c1ccccc1 (stereo not given)
 : -17	-1	-12	0.0	-11	·	21	1
- Cc1ccc(Nc2nc(NCC3CC3)nc3ccsc23)c(C)c1
 : 33	2	32	0.7	-2	0.2	-29	-2

# Sorted by molar mass (low to high): some entries from above.
# Below each SMILES – EWS-Fli block	FN deposition inh	RAD52 inh	Xi reactivation	RAD54 branch	E-selectin induc	esBAF inh	S100A4 inh HTS
- COc1ccccc1N/C=C/C(=C(C#N)C#N)N(C)C
 : -6	7	-11	0.0	0	3.5	-1	5
- O=S(=O)(Nc1ccc(F)cc1Cl)c1ccc(-c2cnc(C3CC3)o2)cc1
 : 57*	-8	-7	0.8	-8	·	-22	-1
- O=C(CN1CCN(Cc2ccccc2)CC1)NC(c1ccccc1)c1ccccc1
 : 3	-14	1	0.0	-12	2.2	·	11
- Cc1cc(S(=O)(=O)Nc2ccc(N3CCOCC3)cc2)ccc1Br
 : -2	5	2	0.0	-3	·	-4	-1
- CCCN(CC(=O)Nc1ccc(F)c(F)c1F)C(=O)c1ccc(=O)n(Cc2ccccc2)n1
 : 4	-2	-28	0.0	·	·	9	-23
- C[C@H](CO)N1C[C@H](C)[C@@H](CN(C)Cc2ccc(C(=O)O)cc2)Oc2c(NC(=O)Cc3ccccc3)cccc2C1=O
 : 0	-10	-11	0.6	-8	-0.2	0	-4

# Record cards, as listed above. Screens in order: EWS-Fli block	FN deposition inh	RAD52 inh	Xi reactivation	RAD54 branch	E-selectin induc	esBAF inh	S100A4 inh HTS
# Cc1cccc(Cc2nnc(CCC(=O)N3CCCCC3c3nccs3)o2)c1 (stereo not given) in the list: -33	9	8	0.0	·	·	·	0
# O=C(CN1CCN(Cc2ccccc2)CC1)NC(c1ccccc1)c1ccccc1 in the list: 3	-14	1	0.0	-12	2.2	·	11
# O=C(C[C@H]1CC[C@H]2[C@@H](COC[C@@H](O)CN2S(=O)(=O)c2cccc(Cl)c2)O1)NC1CCCC1 in the list: -2	-9	2	0.0	7	-0.1	1	11

# Source: PubChem BioAssay (Broad Institute)
